Growth percent in the NCI-60 one-dose screen (48 h, 10 µM unless noted): 100 = growth as untreated, 0 = no growth, -100 = all killed.
DU-145 = DU-145 prostate cancer; AID 1794760; actives 4.2% (n = 81,000)
HCC-2998 = HCC-2998 colon cancer; actives 4.7% (n = 79,000)
U251 = U251 CNS tumor cells; actives 5.4% (n = 80,000); AID 1794753
SNB-19 = SNB-19 CNS cancer cells; actives 2.5% (n = 81,000)
SNB-75 = SNB-75 CNS cancer; actives 5% (n = 79,000); AID 1794750
SF-295 = SF-295 CNS cancer cells; AID 1794758; actives 5.6% (n = 79,000)
SF-539 = SF-539 CNS cancer; actives 6.8% (n = 81,000); AID 1794752
SF-268 = SF-268 CNS cancer cells | actives 3.1% (n = 82,000) | AID 1794759
PC-3 = PC-3 prostate cancer cells. actives 3.9% (n = 80,000)
An asterisk follows results filed as active; / = not tested or not shown; & = joins results of further samples. How the source made its calls: active means growth percent below 10; inactive means the rest.

Start of the listing, in advance, three compounds:
Screens in order: DU-145, HCC-2998, U251, SNB-19, SNB-75, SF-295, SF-539, SF-268, PC-3
c1ccc(-c2nc(N3CCOCC3)c3c4c(sc3n2)CCCCC4)nc1
 : 72, 83, 60, 63, 46, 49, /, 66, 42
O=C1CC2(CCCC2)Oc2ncccc21
 : 116, 101, 104, 101, 97, 104, 105, 114, 100
COC(=O)c1nn2c(c1C(=O)OC)CC1C(=O)N(c3ccccc3)C(=O)C1C2 (configuration not stated)
 : 119, 106, 106, 117, 98, 87, 107, 102, 98

Results, from the start:
Screens in order: DU-145, HCC-2998, U251, SNB-19, SNB-75, SF-295, SF-539, SF-268, PC-3
c1ccc(-c2nc(N3CCOCC3)c3c4c(sc3n2)CCCCC4)nc1
 : 72, 83, 60, 63, 46, 49, /, 66, 42
O=C1CC2(CCCC2)Oc2ncccc21
 : 116, 101, 104, 101, 97, 104, 105, 114, 100
COC(=O)c1nn2c(c1C(=O)OC)CC1C(=O)N(c3ccccc3)C(=O)C1C2 (configuration not stated)
 : 119, 106, 106, 117, 98, 87, 107, 102, 98
CC1(C)CN=C(C(Oc2ccc(F)cc2)c2ccccc2)NC1 (configuration not stated)
 : 103, 100, 104, 112, 100, /, 107, 106, 77
C/C(=N/O)c1ccc(N2C(=O)c3c(Br)c(Br)c(Br)c(Br)c3C2=O)cc1
 : 105, 113, 105, 99, 118, 98, 93, 115, 101
N=C(N)SCC1CCCCC1
 : 105, 91, 98, 107, 98, 100, 98, 103, 92
c1ccc(SC(c2ccccc2)c2ccccc2)cc1
 : 111, 100, 86, 97, 93, 102, /, 100, 87
Cn1c2ccc(Br)cc2c2c3c(c4c5ccccc5ccc4c21)C(=O)N(O)C3=O
 : 115, 107, 101, 103, 73, 102, 104, 102, 96
COc1cc(CCn2nnc3c(Nc4ccc(N5CCN(C)CC5)cc4)ncnc32)cc(OC)c1
 : 111, 105, 93, 98, 80, 99, 90, 98, 74
CC/C(=C(/c1ccc(O)cc1)c1ccc(OCCN(C)C(=O)COCCOCCNC(=O)Cc2ccc3c(c2)CN([C@@H]2CCC(=O)NC2=O)C3=O)cc1)c1ccccc1
 : 105, 49, 89, 48, 23, 95, 65, 61, 24
Cc1cc(=O)n2nc(-c3cn(C)c4ccc(Cl)cc34)sc2n1
 : 90, 102, 98, 97, 97, 105, 83, 87, 86
NC(N)=N/N=C(/CCC(=O)O)C(=O)O
 : 108, 105, 100, 110, 74, /, 104, 105, 98
C#CCOc1ccc(/C=N/Nc2nc(-c3cc4cc(Br)ccc4oc3=O)cs2)cc1
 : 56, 92, 65, 76, 82, 56, 74, 82, 74
CNCc1ccc([N+](=O)[O-])cc1
 : 107, 105, 104, 104, 75, 93, 92, 91, 79
O=C(Nc1ccc(NS(=O)(=O)c2ccccc2)cc1)C12CC3CC(CC(C3)C1)C2
 : 109, 103, 96, 98, 106, 94, 111, 110, 84
N=C(N)c1ccc(-c2ccc(-c3ccc(F)cc3)s2)s1
 : -86*, -73*, -90*, -57*, 81, -76*, -29*, -20*, -24*
COc1ccc(/C=N/Nc2ncnc3sc4c(c23)CCN(Cc2ccccc2)C4)cc1
 : 67, 69, 46, 79, 77, 48, 79, 55, 37
COc1cc(N(C)C)ccc1/C=C(/C#N)C(=O)N1c2ccccc2Sc2ccc(SC)cc21
 : 105, 126, 98, 98, /, 110, 104, 101, 89
Cc1noc(C)c1C(=O)Nc1nc(-c2ccccc2)cs1
 : 73, 117, 93, 86, 70, 92, 121, 116, 61
COc1ccc(CN2CCCN(Cc3ccc(OC)cc3)C2c2ccccc2)cc1
 : 102, 93, 79, 89, 77, 96, 87, 95, 77

Some of the entries so far, field by field.
COc1ccc(/C=N/Nc2ncnc3sc4c(c23)CCN(Cc2ccccc2)C4)cc1
  DU-145: 67	HCC-2998: 69	U251: 46	SNB-19: 79	SNB-75: 77	SF-295: 48	SF-539: 79	SF-268: 55	PC-3: 37

COc1cc(N(C)C)ccc1/C=C(/C#N)C(=O)N1c2ccccc2Sc2ccc(SC)cc21
  DU-145: 105	HCC-2998: 126	U251: 98	SNB-19: 98	SNB-75: /	SF-295: 110	SF-539: 104	SF-268: 101	PC-3: 89

Cc1noc(C)c1C(=O)Nc1nc(-c2ccccc2)cs1
  DU-145: 73	HCC-2998: 117	U251: 93	SNB-19: 86	SNB-75: 70	SF-295: 92	SF-539: 121	SF-268: 116	PC-3: 61

COc1ccc(CN2CCCN(Cc3ccc(OC)cc3)C2c2ccccc2)cc1
  DU-145: 102	HCC-2998: 93	U251: 79	SNB-19: 89	SNB-75: 77	SF-295: 96	SF-539: 87	SF-268: 95	PC-3: 77

(listing goes on)
Screens in order: DU-145, HCC-2998, U251, SNB-19, SNB-75, SF-295, SF-539, SF-268, PC-3
CC(C)(N)CNc1ccccc1
 : 120, 95, 104, 89, 96, 94, 96, 99, 95
CCCCCCCCCCCCCCCC[N+](C)(C)CCCNS(=O)(=O)c1ccc(C(C)(C)C)cc1
 : 111, 107, 101, 100, 96, 106, 100, 96, 97
NNC(=O)C(O)C(O)C(O)C(O)CO (configuration not stated)
 : 113, 114, 101, 99, 97, 86, 93, 117, 98
CCOc1nc(-c2cccs2)n2nc(-c3ccco3)cc2n1
 : 108, 96, 88, 102, 97, 98, 106, 101, 100
CN(C)C1C(=O)C(C(=O)NCNC2C(=O)N3C2SC(C)(C)C3C(=O)O)=C(O)C2(O)C(=O)C3=C(O)c4c(O)cccc4C(C)(O)C3CC12 (configuration not stated)
 : 103, 94, 100, 106, 86, 100, 105, 97, 103
COP(C)(=O)/C(Cc1ccccc1)=N\O (configuration not stated)
 : 111, 107, 99, 105, 90, 106, 105, 98, 88
COCO[C@@]12C(=O)N(C)c3cccc(c31)C=C1C(C)(C)N(Cc3ccc(OC)cc3OC)C(=O)[C@]12C(=O)OC
 : 114, 106, 94, 94, 83, 108, 98, 106, 88
O=C(O)Cn1ccc2ccccc21
 : 119, 104, 108, 99, 91, 113, 93, 115, 101
Nc1cc(Nc2ccc(CCO)cc2)nc(N)n1
 : 102, 97, 106, 112, 84, 94, 103, 99, 103
CS(=O)(=O)NCCSc1nc(-c2ccc(F)cc2)c(C#N)c(=O)[nH]1
 : 107, 103, 94, 99, 81, 99, 101, 100, 101
CCc1nc(C)cn1C(=O)OCc1nc2nc(Cl)nc(N3CCOCC3)c2[nH]1
 : -37*, 26, -55*, 56, 1.8*, 80, -75*, -64*, -63*
CC(O)C1CC1 (configuration not stated)
 : 101, 104, 99, 100, 94, 99, 97, 101, 90
COc1ccc(Cn2cc(C(=O)N=Nc3c(O)[nH]c4ccc(F)cc34)nn2)cc1
 : 103, 99, 100, 97, 104, 95, 107, 103, 98
CC(C)Cn1cnc2c(SCc3ccccc3)nc(N)nc21
 : 109, 100, 97, 95, 95, 107, 105, 95, 93
O=C1CNc2cc(Cl)ccc2N1
 : 121, 104, 101, 107, 90, 105, 106, 103, 104
N#CSC1=C(SC#N)C(=O)c2ccccc2C1=O
 : 96, 102, 95, 106, 63, 79, 115, 103, 77
CCOC(=O)NC(N)=O
 : 119&111, 103, 96&101, 100&103, 88&84, 93&100, 99&96, 119&106, 93&99
COc1ccc(Cc2cc(-c3ccccc3)nn(CC(=O)c3ccccc3)c2=O)cc1
 : 103, 92, 90, 95, 84, 91, 114, 95, 67
COC(=O)C1C2CC(C(Br)C2Br)C1C(=O)O (configuration not stated)
 : 110&105, 106&105, 102&108, 103&109, 93, 118&117, 112&98, 104&102, 99
S=c1[nH]c2cc(Cl)ccc2s1
 : 104, 97, 101, 94, 92, 103, 100, 94, 94
COc1cccc2c1C(=O)c1c(O)c3c(c(O)c1C2=O)C[C@@](O)(C(=O)COC(=O)c1ccccc1)C[C@@H]3OC1CC(N)C(O)C(C)O1 (some centres not stated)
 : -88*, -93*, -95*, -75*, -84*, -91*, -95*, -66*, -96*
CCCN(c1ccc(OC)cc1)c1nc(-c2ccc(Br)cc2)cs1
 : 102, 108, 100, 105, 100, 99, 105, 109, 100
O=C(CSc1ccc(-c2ccc(Br)cc2)nn1)Nc1ccccc1
 : 106, 97, 109, 96, 98, 101, 84, 103, 103
COc1cc2c(cc1[N+](=O)[O-])-c1ccc([N+](=O)[O-])cc1C2
 : 117, 107, /, 87, 93, 101, 101, 109, 94
O=c1c2c3c(sc2n2c(=O)[nH]nc2n1Cc1ccccc1)CCCC3
 : 103, 96, 89, 108, 87, 100, 99, 98, 79
CCCCCCNC(=O)CCC
 : 103, 106, 98, 106, 93, 108, 91, 101, 99
Nc1nnc(CCS(=O)(=O)c2ccc(Cl)cc2)s1
 : 117, 113, 94, 102, 94, 103, 101, 101, 88
CCCCCCCCCCCCCC
 : 135, 98, /, /, 72, 99, 109, 120, 88
COc1ccc(/C=C/C#N)cc1
 : 114&106, 120&104, 116, 100&94, 110&110, 108&110, 96&98, 101&104, 107&116
Oc1ccccc1-c1nc(-c2cccs2)no1
 : 114, 83, 90, 103, 90, 110, 105, 113, 85
COc1ccc(C=O)c([N+](=O)[O-])c1O
 : 121, 95, 104, 88, /, 117, 107, 129, 95
CC(C)c1ccc(/C=N\NC(=S)N/N=C\c2ccc(C(C)C)cc2)cc1
 : 92, 104, 98, 99, 88, 101, 107, 100, 90
O=C1OC2(OC(=O)c3ccccc32)Oc2cc([N+](=O)[O-])ccc21 (configuration not stated)
 : 109, 100, 96, 100, 91, 100, 102, 99, 93
O=C(Cc1ccccc1)Nc1nc(O)c(/C=C2\C(=O)C=Cc3ccccc32)s1
 : 104, 110, 101, 92, 95, 103, 102, 99, 92
Cc1c(C(N)=O)sc2c1c(=O)n(Cc1ccccc1)c1nnc(SCC(=O)NCc3ccccc3)n21
 : 82, 88, 63, 79, /, 62, /, 81, 75
COc1ccc([C@H]2[C@H](C(=O)O)c3ccccc3C(=O)N2c2ccc(OC)cc2)cc1
 : 107, 101, 93, 94, 82, 100, 91, 92, 95
CCCCN(CCCC)S(=O)(=O)c1ccc(NC(=O)c2ccco2)cc1
 : 89, 59, 72, 78, 89, 132, 88, 82, 69
Cc1c(C(=O)O[C@H]2[C@@H]3[C@H](C)CC[C@H]3[C@]3(C)O[C@@]2(C2CCCCC2)C[C@H]3OC(=O)CO)ccc2ccccc12
 : 59, 5.5*, 4.4*, 61, 83, 37, 66, 16, 9.2*
O=C1c2ccccc2C(=O)c2c(O)c(S(=O)(=O)O)cc(O)c21
 : 130, 105, 94, 106, 92, 115, 105, 93, 75
Fc1cnccc1-c1nc2ccc3[nH]ncc3c2c2c1CCCC2
 : 24, 38, 30, 44, -26*, /, 5.8*, 32, 27

Quoted from the listing:
COc1ccc([C@H]2[C@H](C(=O)O)c3ccccc3C(=O)N2c2ccc(OC)cc2)cc1 – SF-268 = 92
COc1ccc(/C=C/C#N)cc1 – SNB-75 = 110&110
Oc1ccccc1-c1nc(-c2cccs2)no1 – SNB-19 = 103
O=c1c2c3c(sc2n2c(=O)[nH]nc2n1Cc1ccccc1)CCCC3 – PC-3 = 79
O=C1OC2(OC(=O)c3ccccc32)Oc2cc([N+](=O)[O-])ccc21 (configuration not stated) – SF-539 = 102
CCOC(=O)NC(N)=O – DU-145 = 119&111

More compounds follow.
Screens in order: DU-145, HCC-2998, U251, SNB-19, SNB-75, SF-295, SF-539, SF-268, PC-3
CC(=O)c1sc(/N=C2\NC(=O)/C(=C/c3ccc(F)cc3)S2)nc1C
 : 101, 100, 98, 105, 98, 90, 96, 104, 104
COc1cc(C(=O)NC(N)=O)cc(OC)c1OC
 : 103, 109, 99, 101, 91, 108, 107, 102, 88
Cc1ccc(NCC(=O)Nn2c(COc3ccccc3)nc3ccccc3c2=O)cc1
 : 86, 96, 62, 6.8*, 23, 58, 51, 50, 74
O=C(/C=C/c1ccco1)c1ccc(Nc2ccnc3cc(Cl)ccc23)cc1
 : 91, 61, 56, 95, 105, 73, 92, 105, 80
CC1(C)CC(=O)C2=C(C1)OC(C(=O)c1ccc(N=[N+]=[N-])cc1)C2c1ccco1 (configuration not stated)
 : 107, 112, 105, 104, 106, 101, 107, 106, 106
CC(C)[C@@H]1CC[C@@H](C)C[C@H]1OC(=O)c1ccccc1
 : /, 102, 105, 98, 95, 117, 93, 98, 95
COC(=O)[C@@H]1CCCN1C(=O)C1=C(C)NC(=S)NC1c1cc(OC)c2c(c1)OCO2 (some centres not stated)
 : 111, 98, 99, 93, 83, 109, 87, 101, 97
O=C(Nc1nncs1)c1cccs1
 : 96, 104, 104, 96, 91, 86, 94, 94, 94
C/C(=C(/c1ccccc1)c1ccc(OCCN)cc1)c1cccc(O)c1
 : 108, 112, 105, 95, 94, 99, 97, 104, 93
O=[N+]([O-])c1cccc(/C=C/c2ccc3ccccc3n2)c1
 : 71, 81, 72, 64, 7.4*, 53, 78, 73, 78
O=C(CCCC(=O)Nc1ccccc1O)Nc1ccc(N2CCN(c3ccccc3)CC2)cc1
 : 115, 102, 104, 114, 91, 101, 110, 91, 94
O=C(/C=C/c1ccco1)c1ccc(Nc2nc(N3CCCCC3)nc(N3CCCCC3)n2)cc1
 : 109, 111, 100, 100, 106, 104, 107, 103, 100
CC1(C(Cl)(Cl)Cl)C=CC(=O)C(Cl)=C1 (configuration not stated)
 : 112, 127, 98, 100, 94, 92, 96, 103, 98

Exported as labelled records: 2 of the compounds above.
Cc1ccc(NCC(=O)Nn2c(COc3ccccc3)nc3ccccc3c2=O)cc1
  DU-145: 86; HCC-2998: 96; U251: 62; SNB-19: 6.8*; SNB-75: 23; SF-295: 58; SF-539: 51; SF-268: 50; PC-3: 74
O=C(/C=C/c1ccco1)c1ccc(Nc2ccnc3cc(Cl)ccc23)cc1
  DU-145: 91; HCC-2998: 61; U251: 56; SNB-19: 95; SNB-75: 105; SF-295: 73; SF-539: 92; SF-268: 105; PC-3: 80

Compound activity (PubChem)

Outcome played no part in choosing rows; about 9.9% have a hit in one of these screens.
